Jurkat autofluor = compound fluoresces in Jurkat cells, VLA-4 screen interference; compound autofluorescence, flow cytometry; active compounds read high; 1 = vehicle-only cell background; fluorescence ratio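 (tested at 10 µM compound in the well)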; actives 0.61% (n = 24,000); AID 576;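 active = fluorescence ratio above 2.44, which is 1 plus 3 SD of all ratios; inconclusive = signal too bright to measure linearly, ratio around 10 or more; inactive = fluorescence ratio below 2.44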;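 also: green fluorescence of cells measured with 488 nm excitation and 530 nm emission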
VLA-4 antagonist = inhibition of LDV-FITC ligand binding to human VLA-4 integrin. P13612. actives 0.2% (n = 24,000). inhibition, % at 10 µM (by protocol). Jurkat cells, LDV-FITC binding with Mn2+, flow cytometry; 100% = Mn2+-driven binding gain fully reversed;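 active = inhibition above 50%; inconclusive = compound itself fluorescent, judged against control cell fluorescence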;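 also: 0% = Mn2+ stimulated cells lacking compound and 100% = ligand binding without Mn2+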
Target sequence (P13612 whole entry, looked up): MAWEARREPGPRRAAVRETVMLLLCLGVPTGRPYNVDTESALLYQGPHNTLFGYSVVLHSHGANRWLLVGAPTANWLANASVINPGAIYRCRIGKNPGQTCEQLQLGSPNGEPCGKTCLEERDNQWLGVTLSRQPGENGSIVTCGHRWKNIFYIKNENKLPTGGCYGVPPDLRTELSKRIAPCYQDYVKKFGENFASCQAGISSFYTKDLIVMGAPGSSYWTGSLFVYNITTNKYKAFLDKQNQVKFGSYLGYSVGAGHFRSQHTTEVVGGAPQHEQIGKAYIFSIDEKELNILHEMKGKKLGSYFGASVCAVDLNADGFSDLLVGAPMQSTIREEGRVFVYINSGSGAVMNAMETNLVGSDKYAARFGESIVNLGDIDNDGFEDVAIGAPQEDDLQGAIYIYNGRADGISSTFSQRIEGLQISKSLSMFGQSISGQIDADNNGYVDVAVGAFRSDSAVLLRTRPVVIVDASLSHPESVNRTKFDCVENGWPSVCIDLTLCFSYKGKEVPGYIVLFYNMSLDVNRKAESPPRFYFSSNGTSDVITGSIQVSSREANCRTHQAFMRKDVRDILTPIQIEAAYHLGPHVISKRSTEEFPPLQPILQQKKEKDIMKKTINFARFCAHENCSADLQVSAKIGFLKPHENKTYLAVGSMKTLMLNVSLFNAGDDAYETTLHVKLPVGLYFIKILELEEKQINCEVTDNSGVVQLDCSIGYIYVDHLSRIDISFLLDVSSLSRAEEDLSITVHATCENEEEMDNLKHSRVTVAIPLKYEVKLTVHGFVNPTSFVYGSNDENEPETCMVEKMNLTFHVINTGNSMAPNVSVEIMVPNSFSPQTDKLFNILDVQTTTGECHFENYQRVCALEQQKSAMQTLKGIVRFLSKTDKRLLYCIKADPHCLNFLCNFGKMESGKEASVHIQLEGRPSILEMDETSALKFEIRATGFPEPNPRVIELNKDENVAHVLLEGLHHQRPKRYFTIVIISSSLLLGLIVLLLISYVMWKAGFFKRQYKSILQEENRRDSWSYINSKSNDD
Prostate diff = activators of LNCaP prostate cell differentiation; flow cytometry side scatter, 4 d; side scatter shift, % at 10 µM; actives 0.56% (n = 24,000); AID 795;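 active = side scatter shift above 30%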;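 also: androgen-responsive LNCaP prostate cancer cells in charcoal-stripped serum medium; percent of cells past a gate set so DMSO wells show 10% shift; higher shift means more granular cells and more differentiation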
VLA-4 agonist = allosterically activates the human VLA-4 integrin. 24,000 tested, under 10 active. Jurkat cells, LDV-FITC binding, flow cytometry. P13612. activation, % at 10 µM (by protocol);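 active = fluorescent ligand binding to cells raised by more than 40% of the manganese-induced maximum; inconclusive = compound's own fluorescence above 85% of the ligand control signal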;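 also: 0% = ligand binding without compound and 100% = manganese-stimulated maximal binding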
* marks the source's active call; other numbers are inactive results; ? = inconclusive; / = no result given.

Order of results: Jurkat autofluor	VLA-4 antagonist	Prostate diff	VLA-4 agonist
- CC(C)N(CCC(C(N)=O)(c1ccccc1)c1ccccn1)C(C)C (configuration not stated)
 : 1	-37	2	4
- COc1ccc(Cc2nccc3cc(OC)c(OC)cc23)cc1OC
 : 1	-14	4	-10
- N#CC1=C(N)Oc2c(c(=O)oc3ccccc23)C1c1ccc(OC(=O)N2CCOCC2)cc1 (configuration not stated)
 : 1.1	-8	4	3
- CCOC(=O)C1C(=O)N(C)C2(C)CC1c1cc(OC)ccc1O2 (configuration not stated)
 : 0.96	1	12	3
- Cc1nn(Cc2ccccc2Cl)c(Cl)c1C(=O)OCC(=O)NCc1ccco1
 : 0.98	-2	7	-4
- Cn1cc(C(=O)c2ccccc2)c2ccccc21
 : 1	2	8	-4
- Cc1c2ccncc2c(C)c2c1[nH]c1ccccc12
 : ?	?	20	?
- O=c1c2ccccc2[nH]c(=S)n1-c1ccc2c(c1)OCO2
 : 1.1	?	4	?
- Cc1cc(N2C(=O)C3CCCN3C2c2cccc(Cl)c2)no1 (configuration not stated)
 : 1.1	-11	7	-2
- Cc1nc2ncnn2c(C)c1CCC(=O)N1CCC2(CC1)OCCO2
 : 1.1	-20	2	3
- CN1C[C@H](CNC(=O)OCc2ccccc2)C[C@@H]2c3cccc4c3c(cn4C)C[C@H]21
 : 1.2	-12	24	-1
- Cc1ccc2c(c1)C1CN(C)CCC1N2C(=O)Cn1nnc(-c2ccccc2F)n1 (configuration not stated)
 : 1.3	?	12	?
- COc1ccc2[nH]c(C)c(CCN3CCC(=O)C(C)C3C)c2c1 (configuration not stated)
 : 0.95	4	8	5
- [N-]=[N+]=CC(=O)OC[C@H](N)C(=O)O
 : 1	-10	3	0
- CCC(C(=O)N1CCC2(CC1)OCCO2)c1ccccc1 (configuration not stated)
 : 1	-12	9	0
- Nc1ccccc1C(=O)OC1CSC1
 : 0.91	-27	3	3
- Cc1ccnc(-n2c(-c3ccco3)nc3ccccc3c2=O)c1
 : 1	-18	4	-3
- C=CCN1C(=O)CSc2ccc(C(=O)N3CCC4(CC3)OCCO4)cc21
 : 0.97	6	3	1
- O=C(Cn1nc(Cc2cccnc2)c2ccccc2c1=O)N1CCC2(CC1)OCCO2
 : 1.1	14	3	1
- O=C(CN1CC(c2ccccc2)CC1=O)Nc1ccccc1 (configuration not stated)
 : 1	7	5	-4
- CCOc1cc2[nH]c(=S)n(CCCC(=O)N3CCC4(CC3)OCCO4)c(=O)c2cc1OCC
 : 1.1	?	5	?
- CN(C)C(=O)Oc1ccc(-c2nnco2)cc1
 : 1	-13	3	7
- C=CCN(CC=C)Cc1c[nH]c2ccccc12
 : 1.1	-8	8	2
- CCS(=O)(=O)N1CCCC(C(=O)N2CCC3(CC2)OCCO3)C1 (configuration not stated)
 : 0.98	-24	8	-4
- Cc1cc(OCC(=O)O)c2c3c(c(=O)oc2c1)CCCC3
 : 1	-16	/	0
- NCC(CC(=O)O)c1ccc(Cl)cc1 (configuration not stated)
 : 0.97	-6	6	0
- COc1ccc(OC)c(C2=NOC(C(=O)N3CCC4(CC3)OCCO4)C2)c1 (configuration not stated)
 : 1	-6	8	1
- CCOC(=O)N1CCC(NC(=O)CCc2nc(C3=CCN(C)CC3)no2)CC1
 : 1	23	4	0
- O=C1C2CCCN2C(c2ccncc2)N1c1ccc(Cl)c(Cl)c1 (configuration not stated)
 : 1.1	-2	6	-1
- O=C(NCC(c1cccnc1)N1CCN(c2ccccc2)CC1)Oc1ccccc1 (configuration not stated)
 : 1.2	4	6	2

Molecules from the list above that have an aryl methoxy group (four):
Order of results: Jurkat autofluor	VLA-4 antagonist	Prostate diff	VLA-4 agonist
- COc1ccc(Cc2nccc3cc(OC)c(OC)cc23)cc1OC
 : 1	-14	4	-10
- CCOC(=O)C1C(=O)N(C)C2(C)CC1c1cc(OC)ccc1O2 (configuration not stated)
 : 0.96	1	12	3
- COc1ccc2[nH]c(C)c(CCN3CCC(=O)C(C)C3C)c2c1 (configuration not stated)
 : 0.95	4	8	5
- COc1ccc(OC)c(C2=NOC(C(=O)N3CCC4(CC3)OCCO4)C2)c1 (configuration not stated)
 : 1	-6	8	1

More structures.
Order of results: Jurkat autofluor	VLA-4 antagonist	Prostate diff	VLA-4 agonist
- Cc1nc2ccccc2c(=O)n1-c1ccc(F)cc1
 : 1.1	0	/	-6
- O=C1C2CCCN2C(c2ccc(Cl)cc2)N1c1ccccn1 (configuration not stated)
 : 0.9	-8	10	10
- Cc1ccc2c(c1)N(CCC(=O)N1CCC3(CC1)OCCO3)C(=O)C(C)O2 (configuration not stated)
 : 1.1	-10	10	-3
- O=c1[nH]c(=O)n(-c2cccc3ccccc23)c(O)c1C=NCCCn1ccnc1
 : 0.95	-11	5	2
- CCOc1cccc(N2C(=O)CC(=O)NC2=O)c1
 : 1.1	-7	9	13
- COc1ccc(C2SCC(=O)Nc3c2c(=O)[nH]n3C2CCCCCC2)cc1OC (configuration not stated)
 : 0.98	-20	2	6
- CCOC(=O)C1C(=O)N(C)C2(C)CC1c1ccccc1O2 (configuration not stated)
 : 0.99	-19	18	-3
- Cc1c(C(=O)N2CCC3(CC2)OCCO3)sc2ncnc(N(C)c3ccccc3)c12
 : 1	-9	9	6
- CN1[C@@H]2CC[C@H]1CC(OC(=O)C1C=Nc3ccccc31)C2 (some centres not stated)
 : 0.97	-14	3	8
- O=P(O)(O)Cc1ccccc1OP(=O)(c1ccccc1)c1ccccc1
 : 1.6	?	4	?
- COc1ccc(OC)c(N2C(=O)NC(=O)C(CCc3ccncc3)(CCc3ccncc3)C2=O)c1
 : 0.98	-4	3	0
- CCN1C(=O)c2ccccc2Sc2ccc(C(=O)N3CCC4(CC3)OCCO4)cc21
 : 0.96	28	6	4
- COc1ccc(S(=O)(=O)NCc2ccc(C(=O)N3CCC4(CC3)OCCO4)cc2)cc1
 : 0.98	-3	9	6
- O=P(OCC(F)(F)C(F)F)(N1CCCCC1)N1CCCCC1
 : 1.1	0	11	4
- Cn1c(=O)cc(OCC(=O)N2CCC3(CC2)OCCO3)c2ccccc21
 : 1.1	5	18	8
- CCOC(=O)C1C2c3ccccc3O[C@@]1(C)N=C1SCC(=O)N12 (some centres not stated)
 : 0.99	-20	8	3
- CN1CC=C(c2c[nH]c3ccccc23)CC1
 : 1.1	-6	13	-6
- COc1ccc2[nH]cc(CCN(C)C)c2c1
 : 1	-13	1	0
- O=C(CN1C(=O)CN=C(c2ccccc2Cl)c2cc(Cl)ccc21)NCc1ccco1
 : 1	-1	10	-5
- CC(C)Cn1cc(C(=O)N2CCC3(CC2)OCCO3)c2c3ccccc3n(C)c2c1=O
 : 1.1	-9	2	4
- O=c1[nH]c(=O)n(CCc2ccccc2)c(O)c1C=NCCN1CCNCC1
 : 0.95	3	9	0
- CC(C)[C@@]1(NC(=O)[C@@H]2C=C3c4cccc5[nH]cc(c45)C[C@H]3N(C)C2)O[C@@]2(O)[C@@H]3CCCN3C(=O)[C@H](Cc3ccccc3)N2C1=O
 : 3.5*	?	9	?
- CC(=O)C1C(=O)NC23CCCCC2C1c1ccccc1O3 (configuration not stated)
 : 1	-24	13	4
- CCCCn1c(O)c(C(C)=NCCc2ccccc2)c(=O)[nH]c1=O
 : 1.1	-28	11	-2
- O=C(c1cc2c(s1)-c1ccccc1OC2)N1CCC2(CC1)OCCO2
 : 1	-23	5	4
- CCS(=O)(=O)N1CCC(C(=O)N2CCC3(CC2)OCCO3)CC1
 : 1.1	-7	7	1
- CN1C(=O)c2ccccc2Sc2ccc(C(=O)N3CCC4(CC3)OCCO4)cc21
 : 1	-9	5	3
- O=C(NCc1ccccn1)c1ccccc1Cl
 : 1	-12	6	-2
- O=C(CNS(=O)(=O)c1cccs1)N1CCC2(CC1)OCCO2
 : 1	-34	5	7
- COc1ccc(CC[n+]2cc(/N=C(\C)[O-])on2)cc1OC
 : 0.95	-9	4	1
- COc1ccc(C(CC(=O)N2CCC3(CC2)OCCO3)NS(=O)(=O)c2ccc(OC)cc2)cc1 (configuration not stated)
 : 1.1	6	8	-3
- Cc1cc(C)c(C2=NOC(O)(C(F)(F)F)C2)c(=O)[nH]1 (configuration not stated)
 : 0.87	2	12	13
- CC(=O)Nc1ccc(S(=O)(=O)NC(CC(=O)N2CCC3(CC2)OCCO3)C(C)C)cc1 (configuration not stated)
 : 1	-12	0	4
- CCCC[n+]1cc(/N=C(\[O-])OC)on1
 : 0.83	-4	7	7
- Cc1cccc(N2CCc3c2nc2ccccc2c3N)c1
 : 1.6	-8	5	4
- COc1ccc(CCn2c(O)c(C=NCCCN(C)C)c(=O)[nH]c2=O)cc1OC
 : 1.2	-8	8	-4
- C#CCN(C)C(C)Cc1ccccc1 (configuration not stated)
 : 1.1	-9	3	-4
- COc1ccc(-n2c(=O)[nH]c3ccccc3c2=O)c(OC)c1
 : 0.99	-5	4	3
- CCCCn1c(O)c(C=NC2CCCCC2N)c(=O)[nH]c1=O (configuration not stated)
 : 1.1	0	10	6
- COc1ccc(CC2C(=O)NC(=O)NC2=O)c(OC)c1
 : 1	-15	5	6
- O=C(c1ccc2c(c1)ncn2C1CCCCCC1)N1CCC2(CC1)OCCO2
 : 1.2	1	14	7
- CN(C)c1nc(-c2ccccc2)[n+](C)s1
 : 1.1	-3	9	0
- NC(=O)OCCSc1nnc(-c2cccc(C(N)=S)c2)o1
 : 1	-1	4	0
- Cc1ccc(O)c(CN2CCN(c3ccccc3)CC2)c1
 : 0.98	-6	10	-1
- Cc1cccc(-n2c(C)nc3cc(C(=O)N4CCC5(CC4)OCCO5)ccc32)c1
 : 1	-14	7	4
- Cc1nn(-c2ccccc2)c2c1CC1(C(=O)N(C)C(=O)N(C)C1=O)C1CCCCN21 (configuration not stated)
 : 1.1	?	8	?
- CN1CCN(c2nc3ccccc3c(=O)n2-c2ccccc2)CC1
 : 0.99	-4	9	2
- CN(C)CCc1nc2ccccc2c(=O)n1-c1ccccc1
 : 1.1	-11	5	-2
- COc1ccc(C2C(C(=O)N3CCC4(CC3)OCCO4)CC(=O)N2c2ccc(OC)cc2)cc1 (configuration not stated)
 : 1	-16	3	7
- CCCNS(=O)(=O)c1ccc(OCC(=O)N2CCN(Cc3ccccc3)CC2)cc1
 : 1.1	-9	13	3
- CN1C2CCC1CC(OC(=O)c1ccc(Cl)cc1)C2 (configuration not stated)
 : 1	-7	8	4
- O=C(c1ccc2nc(-c3ccco3)c(-c3ccco3)nc2c1)N1CCC2(CC1)OCCO2
 : 1.2	-4	5	4
- CCn1c(=O)cc(OCC(=O)N2CCC3(CC2)OCCO3)c2ccccc21
 : 1.1	-17	/	2
- Cc1cc(Cl)ccc1OC(C)C(=O)O (configuration not stated)
 : 1.1	5	4	-1
- Cc1nc2ccccc2c(=O)n1-n1cnnc1
 : 1	25	5	1
- O=C(C(Cc1ccccc1)NS(=O)(=O)c1ccc(F)cc1)N1CCC2(CC1)OCCO2 (configuration not stated)
 : 0.96	-17	8	2
- CC(C)(C)OC(=O)c1c(N)n(Cc2ccco2)c2nc3ccccc3nc12
 : 1.6	6	8	0
- COC(=O)C(O)(c1c(C)[nH]n(-c2ccccc2)c1=O)C(F)(F)F (configuration not stated)
 : 1	32	15	-4
- O=C(NC1(C(F)(F)F)Oc2ccccc2O1)N1CCC2(CC1)OCCO2
 : 1.1	11	13	0

Four entries from above, field by field.
COc1ccc(CCn2c(O)c(C=NCCCN(C)C)c(=O)[nH]c2=O)cc1OC
  Jurkat autofluor = 1.2	VLA-4 antagonist = -8	Prostate diff = 8	VLA-4 agonist = -4

C#CCN(C)C(C)Cc1ccccc1 (configuration not stated)
  Jurkat autofluor = 1.1	VLA-4 antagonist = -9	Prostate diff = 3	VLA-4 agonist = -4

COc1ccc(-n2c(=O)[nH]c3ccccc3c2=O)c(OC)c1
  Jurkat autofluor = 0.99	VLA-4 antagonist = -5	Prostate diff = 4	VLA-4 agonist = 3

CCCCn1c(O)c(C=NC2CCCCC2N)c(=O)[nH]c1=O (configuration not stated)
  Jurkat autofluor = 1.1	VLA-4 antagonist = 0	Prostate diff = 10	VLA-4 agonist = 6

Screens as filed in PubChem.

Not all compounds are listed; the hit share may differ from the screen's.
